# ERG Ets-DNA blk – ERG Ets/DNA interaction inhibition. AID 624246. 370,000 compounds, 0.028% hits. Potency, µM (top dose mostly 76.9 µM), for the others: at the top dose FP activity, negative = inhibition, actives largely listed as inhibitors. fluorescence polarization, His-ERG Ets domain / labelled DNA; active means well fitted inhibition curve with a large enough effect in the polarisation, with a control signal flat; inconclusive means small, poorly fitted or top-dose-only effect, or effect the other way, or a change in a side signal; inactive means no such curve, though single readings can be large or run the other way; the % refers to the polarisation;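 further: polarization taken with two DNA probes labelled with fluorescein and Texas red; % of control where 0% means no effect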
#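 His-tagged ERG Ets domain (1 uM in the protein solution; 300mM KCl, 50mM Tris-HCl, 1mM EDTA, 1mM DTT, pH 7.5) received compound, then a probe mix of 5 nM fluorescein-DNA and 100nM Texas-615-DNA. Fluorescence polarization was read for both dyes.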
# GLS inh – inhibitors of human glutaminase (GLS); O94925; GLS enzymatic activity, qHTS titration; Potency, µM (series often up to 45.5 µM), without a hit: at the highest dose activity change, negative = inhibition, hits mostly inhibitors; 410,000 compounds, 0.21% hits; further: on the % scale 0 is the no-effect control and ±100 the full control effect
#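 Enzyme dispensed in phosphate buffer (45 mM, pH 8.2, 0.02% Tween-20), compounds pinned in, then 1 mM L-glutamine solution and the glutamate oxidase–HRP–Amplex Red mix added; fluorescence read immediately and again after 30 min at room temperature.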
# HP1b chromo inh – inhibitors of HP1-beta chromodomain binding to methylated histone tails. P83916. Potency, µM (top dose mostly 114 µM), for inactives: at the highest dose activity change, negative = inhibition, most hits filed as inhibitors. AlphaScreen HP1-beta / biotin-H3K9me3 peptide binding. AID 540317. 390,000 compounds, 0.56% hits; further: nearly all actives have a fitted effect of over 70% in size; inactives centre near 23
#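 HP1-beta protein (50 nM final) preincubated 30 min at room temperature with biotinylated H3(1-18)K9me3 peptide (50 nM) in PBS pH 7.4, 0.01% Tween-20, then compound added for 30 min. AlphaScreen streptavidin donor/nickel chelate acceptor beads (10 ug/mL final), 30 min dark, luminescence read.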
# 12-LOX inh – ALOX12 (human) lipoxygenase inhibition | P18054 | purified 12hLO, xylenol orange hydroperoxide absorbance | Potency, µM (series often up to 108 µM), inactives show at the top dose activity change, negative = inhibition, most hits filed as inhibitors | 580,000 compounds, 1.1% hits; further: on the % scale 0 is the no-effect control and ±100 the full control effect
# Target sequence (P18054 whole entry, looked up): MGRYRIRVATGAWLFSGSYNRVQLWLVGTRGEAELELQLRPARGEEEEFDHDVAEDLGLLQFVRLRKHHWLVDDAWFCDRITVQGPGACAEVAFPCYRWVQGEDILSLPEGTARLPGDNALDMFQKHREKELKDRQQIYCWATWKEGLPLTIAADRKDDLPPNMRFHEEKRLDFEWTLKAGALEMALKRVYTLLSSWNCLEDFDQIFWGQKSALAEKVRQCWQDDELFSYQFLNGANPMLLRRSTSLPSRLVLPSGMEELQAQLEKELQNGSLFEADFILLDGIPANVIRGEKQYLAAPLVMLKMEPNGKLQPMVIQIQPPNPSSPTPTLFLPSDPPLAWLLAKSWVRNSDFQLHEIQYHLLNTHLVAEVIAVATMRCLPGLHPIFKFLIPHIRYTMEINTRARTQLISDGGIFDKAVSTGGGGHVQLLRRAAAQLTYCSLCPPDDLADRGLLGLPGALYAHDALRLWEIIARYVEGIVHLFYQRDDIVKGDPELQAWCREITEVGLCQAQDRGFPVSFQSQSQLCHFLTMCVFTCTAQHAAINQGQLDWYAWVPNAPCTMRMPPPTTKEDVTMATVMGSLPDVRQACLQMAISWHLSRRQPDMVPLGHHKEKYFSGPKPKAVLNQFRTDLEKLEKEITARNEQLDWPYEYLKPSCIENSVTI
#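 Purified human 12hLO (150 nM final) in 25 mM Hepes, 0.01% Triton X-100, pH 7.0 was preincubated 15 min at room temperature with compound. Then 40 uM arachidonic acid was added, 30 min. Hydroperoxide was read by Fe-XO absorbance ratio 573/405 nm.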
# TrxR1 inh – rat TrxR1 inhibition; recombinant rTrxR1, NADPH fluorescence consumption, selenite substrate; Potency, µM (highest dose often 114 µM), for the others: at the top dose activity change, negative = inhibition, usual class: inhibitors; 390,000 compounds, 1% hits; further: on the % scale 0 is the no-effect control and ±100 the full control effect; nearly all actives have a fitted effect of over 65% in size
#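 Rat TrxR1 (90 nM in the dispensed reagent) was pre-reduced with 400 uM NADPH for 5 min at room temperature, then incubated with compound for 15 min. After 400 uM selenite was added, NADPH fluorescence (Ex 340/Em 450 nm) was followed for 8 min.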
# Tb PGK inh – T. brucei PGK inhibition. PGK/GAPDH coupled, Kinase-Glo luminescence, 60 min. Potency, µM (titrated, usually from 57.5 µM), inactives show at the highest dose activity change, negative = inhibition, usual class: inhibitors. 380,000 compounds, 0.043% hits. P07378; further: on the % scale 0 is the no-effect control and ±100 the full control effect; nearly all actives have a fitted effect of over 60% in size
# Target sequence (P07378 whole entry, looked up): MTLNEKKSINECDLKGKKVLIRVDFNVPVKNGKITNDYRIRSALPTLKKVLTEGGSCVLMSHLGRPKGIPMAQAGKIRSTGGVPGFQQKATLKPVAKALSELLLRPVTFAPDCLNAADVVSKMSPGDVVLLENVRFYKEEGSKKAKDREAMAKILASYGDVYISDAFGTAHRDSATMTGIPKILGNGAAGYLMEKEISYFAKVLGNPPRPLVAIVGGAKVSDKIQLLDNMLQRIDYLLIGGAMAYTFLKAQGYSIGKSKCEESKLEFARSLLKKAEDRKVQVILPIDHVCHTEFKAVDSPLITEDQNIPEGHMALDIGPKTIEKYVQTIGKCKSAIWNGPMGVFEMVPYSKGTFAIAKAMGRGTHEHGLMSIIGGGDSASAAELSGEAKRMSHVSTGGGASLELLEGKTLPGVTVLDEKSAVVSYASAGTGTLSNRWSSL
#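 Recombinant glycosomal PGK reaction used 1,3-bisphosphoglycerate generated in-well by GAPDH (100nM final) in 100mM TEA pH 7.6, 5mM MgCl2, 0.01% Tween-20. After 60 minutes at room temperature, ATP was read by Kinase-Glo Plus luminescence end-point.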
# Pin1 inh – human Pin1 inhibition; Q13526; Pin1 FP peptide displacement, HiFluor488, 10 min; Potency, µM (top dose mostly 115 µM), without a hit: at the top dose activity, negative = inhibition, actives largely listed as inhibitors; 390,000 compounds, 0.009% hits; AID 504891; active means well fitted inhibition curve with a large enough effect in the polarisation, with a control signal flat, not every such curve was filed as active; inconclusive means small, poorly fitted or top-dose-only effect, or effect the other way, or a change in a side signal; inactive means no such curve, though single readings can be large or run the other way; the % refers to the polarisation; further: on the % scale 0 is the no-effect control and ±100 the full control effect
# JMJD2A Tudor – inhibitors of human JMJD2A Tudor domain; 390,000 compounds, 4.4% hits; AID 504339; AlphaScreen JMJD2A-Tudor / H3K4me3 peptide binding; O75164; Potency, µM (highest dose often 114 µM), without a hit: at the highest dose activity change, negative = inhibition, hits mostly inhibitors; further: on the % scale 0 is the no-effect control and ±100 the full control effect; nearly all actives have a fitted effect of over 50% in size
# RGS4 inhibitor – human RGS4 inhibition; Transcreener GDP fluorescence polarization, RGS4-accelerated GTP hydrolysis; Potency, µM (highest dose often 114 µM), inactives show top-dose activity change, negative = inhibition, most hits filed as inhibitors; P49798; 390,000 compounds, 0.039% hits; further: on the % scale 0 is the no-effect control and ±100 the full control effect; nearly all actives have a fitted effect of over 75% in size; some results filed as inactive show a strong effect at the top dose
#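 MLSMR compounds (23 nl, pin-transferred) preincubated 10 min at room temperature with a 500nM (2x) first reagent, then RGS4 at 900nM (2x) plus Transcreener GDP mix added; fluorescence polarization (620/688 nm) read before and after 90 min at 30 °C.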
# * marks the source's active call; other numbers are inactive results; i = inactive; ? = inconclusive; . = no result given; & = joins results of further samples; [ ] = another dose, or the depositor's remark. Unless noted, the call rests on the fitted dose curve; in most records, active means well fitted curve in the direction sought with a large enough effect; inconclusive means small, poorly fitted or top-dose-only effect, or another doubt; inactive means no such curve, though single readings can be large; an effect the other way counts as inactive or inconclusive. Potency means the concentration at half of the fitted maximal effect. Not all compounds are listed. The share of hits here may be higher or lower than overall.
nr	Molecule	ERG Ets-DNA blk	GLS inh	HP1b chromo inh	12-LOX inh	TrxR1 inh
1	Cc1ccc(CNC(=O)c2nn(C)c(C)c2[N+](=O)[O-])cc1	.	-10%	24%	-2%	-19%
2	COc1ccc(NC(=O)Cc2c(F)cccc2Cl)cc1	16%	-5%	31%	-13%&-3%	21%
3	NC(=NCc1ccccc1)c1cccc([N+](=O)[O-])c1	0%	1%	41%[activator]	-1%	-4%
4	CCOC(=O)c1csc(NNC=O)n1	1%	30%[activator]	19%	-18%	26%
5	COC(=O)COc1coc(CN2CCN(c3cccc(Cl)c3)CC2)cc1=O	3%	-4%	48%[activator]	-7%	7%
6	C/C(=N\NC(=O)Cn1c(C)nc2ccccc21)c1cccs1	-8%	-3%	24%	5%	-11%
7	Cc1cnc(NC(=O)NCC2CCCC(CNC(=O)Nc3ncc(C)s3)C2)s1 (configuration not stated)	8%	1%	-19%	-2%	26%[57.1 µM]
8	O=C(Nc1c2c(nn1-c1ccccc1)CS(=O)(=O)C2)c1ccccc1C(F)(F)F	0%	7%	11%	-1%	-16%
9	COc1ccc(Cl)cc1C1=CC(=O)C[C@H](c2ccc(F)cc2)C1	-9%	5%	96%[activator]	0%	-10%
10	CCOC(=O)C1(Cc2ccccc2)CCCN(C(=O)C=C(C)C)C1 (configuration not stated)	6%	-6%	39%[activator]	-15%	10%
11	O=C(OCc1ccc([N+](=O)[O-])cc1)C1CC(=O)N(c2ccccc2)C1 (configuration not stated)	.	6%	0%	0%	-10%
12	O=C(c1ccc(F)cc1)N1CCCCC(Sc2nnnn2-c2ccccc2)C1=O (configuration not stated)	-4%	0%	21%	-17%	2%[57.1 µM]

nr	Tb PGK inh	Pin1 inh	JMJD2A Tudor	RGS4 inhibitor
1	i	16%	0%	-15%
2	-2%	-4%	-4%	2%
3	-2%	0%	-16%	-8%
4	-10%	1%	-29%	7%
5	i	1%	-10%	-45%
6	-5%	7%	-7%	-1%
7	-5%	-1%	?	-24%
8	0%	-1%	5%	17%
9	-9%	0%	5%	-10%
10	-5%	-1%	-3%	-13%
11	-6%	9%	-1%	11%
12	0%	2%	-8%	6%

# The list continues:
nr	Molecule	ERG Ets-DNA blk	GLS inh	HP1b chromo inh	12-LOX inh	TrxR1 inh
13	CC(=O)N1CCN(c2ccc([N+](=O)[O-])c(NCC3CCCO3)c2)CC1 (configuration not stated)	-2%	6%	20%	-2%	1%[57.1 µM]
14	CC(C)Oc1ccc(C(=O)OCC(=O)NC(=O)NC2CCCC2)cc1	2%	10%	30%[activator]	-5%	14%
15	COc1ccc(Cc2nnc(NC(=O)Nc3ccc(F)cc3)s2)cc1	8%	-1%	26%	10%	16%
16	O=C(CN1CCN(c2ccccc2)CC1)Nc1ccccc1Cl	2%	16%	27%	-2%	-15%
17	Cn1c(=O)c2c(ncn2CC(=O)NCc2cccnc2)n(C)c1=O	-2%	4%	13%	0%	-2%[0.457 µM]
18	Cn1c(=O)[nH]c(=O)c2c1[nH]c(=S)n2Cc1ccc(Cl)cc1	15%	?	14µM*	?	6%[2.29 µM]
19	O=C(CN1CCN(c2ncccn2)CC1)N1CCc2ccccc21	-3%	0%	-7%	-9%	3%
20	O=C(COC(=O)/C=C/c1cccc(Br)c1)NC1CCCC1	3%	-8%	44%[activator]	8%	28%
21	CC(C)C(=O)Nc1c2c(nn1-c1ccc(F)cc1)CSC2	-5%	13%	20%[57 µM]	-2%	7%
22	S=C(Nc1ccccc1Cl)N1CCCCC1	-9%	0%	30%	-15%	-13%
23	Cc1cccc(CC(=O)NCCc2csc(-c3ccc(C(F)(F)F)cc3)n2)c1	0%	6%	29%[57 µM]	-17%	21%[57.1 µM]
24	Cc1csc(SCC(=O)NC(=O)Cc2ccccc2)n1	5%	-6%	35%	-2%	2%

nr	Tb PGK inh	Pin1 inh	JMJD2A Tudor	RGS4 inhibitor
13	4%	-2%	-12%	-15%
14	-4%	-1%	-17%	-9%
15	-2%	3%	-16%	-24%
16	-8%	0%	-10%	-1%
17	-4%	0%	-14%	-3%
18	-7%	2%	3.2µM*	?
19	-3%	1%	-8%	14%[11.4 µM]
20	-2%	-1%	-7%	-13%
21	1%	0%	-14%	-9%
22	-5%	-5%	-4%	-16%
23	-10%	4%	1%	-6%
24	-1%	-2%	-8%	-1%

# The list goes on, overlapping the part above by 3 compounds.
nr	Molecule	ERG Ets-DNA blk	GLS inh	HP1b chromo inh	12-LOX inh	TrxR1 inh
22	S=C(Nc1ccccc1Cl)N1CCCCC1	-9%	0%	30%	-15%	-13%
23	Cc1cccc(CC(=O)NCCc2csc(-c3ccc(C(F)(F)F)cc3)n2)c1	0%	6%	29%[57 µM]	-17%	21%[57.1 µM]
24	Cc1csc(SCC(=O)NC(=O)Cc2ccccc2)n1	5%	-6%	35%	-2%	2%
25	Cc1ccc2ccc(C(Nc3cccc(C(F)(F)F)c3)c3cccnc3)c(O)c2n1 (configuration not stated)	0%	6%	5%	?	?
26	O=C1CCOc2cc(OCc3ccccc3)ccc21	-2%	2%	62%	0%	19%
27	Cc1cc(CN(C)C)c(O)c(C2(C)CCCCC2)c1	-4%	16%	20%	-21%	8%
28	S=C(Nc1ccc(Cl)cc1Cl)N1CCCCC1	0%	8%	?	7%	-10%
29	O=C(Cc1ccc(Br)c2ccccc12)N/N=C/c1ccccn1	2%	-2%	12%	7%	5%[57.1 µM]
30	O=[N+]([O-])c1ccc(Cl)c2c1C1C=CCC1C(c1ccccn1)N2 (configuration not stated)	-12%	-2%	?	?	?
31	COc1ccc(Nc2ncc(C(=O)Nc3cc(C)ccc3OC)c3ccccc23)cc1	1%	-3%	53%[activator]	-9%	15%[2.29 µM]
32	O=C(Nc1ccc(F)cc1)c1cc2ccccc2o1	-4%	0%	37%	25%	10%
33	CCOc1ccc(Br)cc1S(=O)(=O)Nc1ccc(NC(=O)c2ccccc2C)cc1	9%	-1%	31%	6%	11%[57.1 µM]
34	COc1cc2c(cc1OC)CN(C(=O)CCOc1ccccc1)CC2	5%	-3%	25%	14%	-9%
35	C=CCNC(=S)Nc1cccc(N)c1	14%	18%	28%	-2%	-4%
36	Cc1cccc(C)c1NC(=O)c1ccc([N+](=O)[O-])s1	7%	2%	15%	1%	-2%[57.1 µM]

nr	Tb PGK inh	Pin1 inh	JMJD2A Tudor	RGS4 inhibitor
22	-5%	-5%	-4%	-16%
23	-10%	4%	1%	-6%
24	-1%	-2%	-8%	-1%
25	-1%	?	?	-7%
26	-4%	-4%	19%	-1%
27	-2%	-2%	-8%	29%
28	6%	2%	-7%[57.1 µM]	-31%
29	0%	5%	?	-30%
30	-1%	.	40µM*	-39%
31	i	21%	0%	-22%
32	6%	?	6%	-4%
33	-2%	0%	-2%	-10%
34	i	-6%	-7%	-10%
35	-2%	6%	-22%	1%
36	-5%	1%	-22%	-13%

# More records follow.
nr	Molecule	ERG Ets-DNA blk	GLS inh	HP1b chromo inh	12-LOX inh	TrxR1 inh
37	COc1ccc(Cn2c(SCC(=O)NCc3ccc(Cl)cc3)nc3ccsc3c2=O)cc1	-4%	-6%	37%	-19%	21%
38	COc1ccc2sc(-c3ccc(N(C)C)cc3)c(C#CCO)c2c1	5%	24%	9%	-20%	97%
39	OC1CCCN(CC(O)c2ccccc2)C1 (configuration not stated)	19%	1%	5%	-15%	8%
40	Cc1oc2c(C)c3oc(=O)c(CCC(=O)NCCN4CCOCC4)c(C)c3cc2c1C	-7%	0%	2%	10%	12%
41	CCCCNC(=O)CCc1nc2cccnc2n1Cc1ccccc1	-7%	-10%	55%[activator]	0%	28%
42	Cc1cccc(NC(=O)/C(C#N)=C\c2cn(CC(=O)O)c3ccccc23)c1	4%	3%	31%	5%	9%[57.1 µM]
43	Cc1ccc(SCC(=O)OC(C)C(=O)NC2CCCCC2C)c(C)c1 (configuration not stated)	2%	-4%	57%[activator]	18%	24%
44	CN(C)C(=O)Cn1cnc2c(cnn2-c2ccccc2Cl)c1=O	-2%	5%	21%	22%	-12%
45	C#Cc1ccc([C@@H]2C=C(C(=O)Nc3ccccc3)O[C@H](OCC)[C@H]2CCCO)cc1	12%	-3%	41%[activator]	6%	15%
46	CCOC(=O)c1c(-c2cccc([N+](=O)[O-])c2)csc1NC(=O)CCCOc1ccccc1	-2%	0%	32%	-2%	5%
47	O=C(Cc1ccc(Cl)cc1)c1ccccc1	-14%	0%	21%[57 µM]	1%	-9%[2.29 µM]

nr	Tb PGK inh	Pin1 inh	JMJD2A Tudor	RGS4 inhibitor
37	5%	6%	2%	30%
38	-7%	?	?	0%
39	i	-6%	40µM*	-29%[56.9 µM]
40	i	0%	-24%	-2%
41	-9%	-1%	0%	-25%
42	-6%	0%	-7%	10%
43	-8%	-3%	18%	-5%
44	7%	-7%	-1%	4%
45	-3%	4%	-12%	-14%
46	-11%	-4%	5%	-5%
47	4%	-3%	7%	14%

# As entered above.
# compound 46 | GLS inh: 0%
# compound 40 | GLS inh: 0%
# compound 39 | Pin1 inh: -6%
# compound 37 | ERG Ets-DNA blk: -4%

# Screening results as filed in PubChem.
